HIV peptide binding – inhibitors of HIV fusion peptide binding, primary screen, biochemical, uHTS, fluorescence dequenching (AID 1986); cell-free peptide binding, fluorescence dequenching, 30 min; higher % means a stronger effect; inhibition, % at 20 µM; hits with a dose series show IC50 in µM; 290,000 tested, 0.3% active; in the data active = inhibition mostly above about 52%, no sharp cut-off; inactive = mostly below about 76%; also: some results filed as inactive read as strong as hits
West Nile virus CPE – inhibition of WNV-induced cytopathic effect – cell-based, CPE readout (AID 1621); West Nile virus-infected cells, CPE inhibition; higher % means a stronger effect; CPE inhibition, % at 10 µM, or IC50 in µM where a hit was titrated; 290,000 tested, 0.02% active; in the data active = a potency from the dose series; inconclusive = CPE inhibition mostly from about 3.7% at the one dose, without a potency; inactive = the rest, 99 in 100 with CPE inhibition below about 2.2%; also: strong numbers were not always called active
KOR beta-arrestin-1 – KOR agonists, beta-arrestin recruitment, primary screen, cell-based, luminescence, uHTS (AID 1777); KOR beta-arrestin recruitment, luminescence; higher % means a stronger effect; one-dose activation, % at 10 µM; EC50 in µM for titrated hits; 280,000 tested, 0.02% active; in the data active = activation above about 50%, passing the limit was not always enough; also: a part of the inactive calls stands beside numbers as strong as those of hits
NOD1 NF-kB reporter – NOD1 signaling inhibitors, primary screen, cell-based, luminescence, uHTS (AID 1578) | one-dose inhibition, % at 4 µM; EC50 in µM for titrated hits | 290,000 tested, 1% active | NOD1-driven NF-kB luciferase reporter cells, luminescence; higher % means a stronger effect; in the data active = inhibition mostly above about 36%, no sharp cut-off; inactive = mostly below about 34%;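 also: HEK-293T reporter cells stimulated with the NOD1 agonist gamma-tri-DAP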
AID2073 – disruptors of CaV2.2 binding to Mint1 – biochemical, HTRF (AID 2073); HTRF protein-protein interaction, Mint1-CaV2.2; higher % means a stronger effect; inhibition, % at 20 µM; hits with a dose series show IC50 in µM; 290,000 tested, 0.19% active; in the data active = inhibition mostly above about 51%, no sharp cut-off; inconclusive = no clear call, values can overlap the other calls; inactive = mostly below about 53%; also: some results filed as inactive read as strong as hits
NS5 inhibitors – flavivirus cap methylation enzyme inhibition – biochemical, confirmation dose response, primary screen (AID 588689); Dengue-2 NS5 methyltransferase capping enzyme assay, biochemical; higher % means a stronger effect; one-dose inhibition, % at 25 µM; IC50 in µM for titrated hits; 340,000 tested, 0.3% active; in the data active = a potency from the dose series; inconclusive = inhibition above about 29% without an active follow-up result
KOR beta-arrestin-2 – kappa opioid receptor blockers – cell-based, luminescence, uHTS (AID 1778) | KOR beta-arrestin recruitment, luminescence, antagonist mode; higher % means a stronger effect | inhibition, % at 10 µM, or IC50 in µM where a hit was titrated | 290,000 tested, 0.091% active; also: strong numbers were not always called active
HEK293 NOD2/NF-kB – NOD2 signaling inhibitors, cell-based, luminescence, uHTS, HEK293 (AID 1566) | 290,000 tested, 0.63% active | inhibition, % at 4 µM; hits with a dose series show EC50 in µM | HEK293 NOD2/NF-kB luciferase reporter, luminescence; higher % means a stronger effect; also: many of its hits are not listed in these tables
Yfh1-off respiration – mitochondrial function rescue without frataxin homolog – Friedreich's ataxia, plus single-dose screen, dose response (AID 1465). S. cerevisiae Yfh1-off respiration, WST-1 reduction, 72 h; higher fold induction means a stronger effect. fold induction at 50 µM, or EC50 in µM where a hit was titrated. 220,000 tested, 0.074% active;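 active = fold induction of absorbance versus untreated yeast above a set limit, then at least 30% activation at any dose in follow-up; inconclusive = repeats straddling the limit, or above it without dose testing; inactive = fold induction below the set limit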;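 also: activators that raise dye reduction in frataxin-depleted yeast; strong numbers were not always called active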
* marks the source's active call; other numbers are inactive results; i = inactive; ? = inconclusive; . = not tested or not shown; [ ] = another dose, or the depositor's remark. Rule as the data show it, unless noted: active = inhibition above about 50%; inactive = the rest. These rows are one share of the data. The share of hits here may be higher or lower than overall.

SMILES | HIV peptide binding | West Nile virus CPE | KOR beta-arrestin-1 | NOD1 NF-kB reporter | AID2073 | NS5 inhibitors | KOR beta-arrestin-2 | HEK293 NOD2/NF-kB | Yfh1-off respiration
COc1cccc(CN(C(=O)COc2ccccc2[N+](=O)[O-])C2CCS(=O)(=O)C2)c1 (configuration not stated) | -1.9% | 0.3% | -0.6% | -18% | -3% | -8% | -46% | -13% | .
Cc1sc2ncn(CC(=O)OCC(=O)NC(C)(C)C)c(=O)c2c1C | 0.5% | 0.1% | 22% | -27% | 2% | -1% | 12% | -4% | i
O=C(NCc1nnc(SCC(=O)N2CCCC2)o1)c1ccccc1 | 0.2% | 0.9% | 2.3% | 0% | 13% | 3% | -11% | 6% | .
CN(C)/C=N/c1nc2nccc(-c3ccccn3)n2n1 | -0.4% | 1.0% | -1.5% | -9% | ? | -4% | -5% | 9% | i
O=c1cc(NCc2ccccc2)c2ccccc2o1 | 1.0% | -0.3% | -1.4% | . | 5% | -3% | 6% | 16% | i
O=C1Cc2ccccc2C(c2c(Cl)cccc2Cl)N1 (configuration not stated) | 1.9% | -0.4% | -1.7% | -3% | 4% | 0% | -4%[20 µM] | 7% | .
CC(C)Sc1n[nH]c2nc3c(c(=O)n12)C1(CCCC1)Cc1ccccc1-3 | -1.2% | 0.2% | 4.9% | -14% | 27% | . | -23% | 19% | i
CC(C)CCNC(=O)C(c1ccncc1)N(C(=O)Cn1nnc(-c2ccc(F)cc2)n1)c1ccccc1F (configuration not stated) | 2.9% | -0.8% | -8.3% | -16% | 0% | . | -2% | 2% | i
CC(C)CCNC(=O)c1ccc(Cl)c(NC(=O)Cc2ccccc2)c1 | 0.8% | -1.1% | 2.0% | 4% | -2% | . | -19% | 22% | i
COc1ccc(NS(=O)(=O)c2c(C)[nH]c(=O)[nH]c2=O)cc1OC | 0.3% | -0.1% | -1.0% | -10% | 4% | -7% | 23% | 2% | .
CCOC(=O)CSc1nc2ccc(C)cc2[nH]1 | 3.0% | -0.4% | 3.1% | -29% | 13% | -3% | -24% | 11% | i
NC(=O)CC(NC(=O)c1ccccc1)c1ccc(N2CCN(c3ccccn3)CC2)c([N+](=O)[O-])c1 (configuration not stated) | -2.0% | -0.5% | -2.3% | -13% | 9% | 1% | 2%[20 µM] | 10% | .
COc1ccc(C2CC(c3cccs3)=NN2c2nc(-c3ccccc3)cs2)cc1OC (configuration not stated) | 10% | -0.9% | 6.3% | -16% | -14% | -8% | -1% | -9% | i
O=C(Nc1cccc([N+](=O)[O-])c1)C1CCN(C(=O)Cc2ccccc2)CC1 | 0.2% | -1.2% | 4.1% | -23% | 4% | -6% | -24% | -6% | .
COC(=O)CSc1nc(N2CCOCC2)c2c(c1C#N)CC(C)(C)N(C)C2 | 27% | -0.1% | 1.7% | -7% | 11% | 14% | 10% | 6% | i
O=C1CCCC2=C1C1(CCCCC1)N=C(Nc1nc3ccccc3o1)N2 | -0.4% | 0.9% | 3.3% | -20% | 6% | -6% | 9% | -29% | i
O=C(Nc1ccc(Nc2ccccc2)cc1)c1c(F)c(F)c(F)c(F)c1F | 0.4% | -0.3% | -1.3% | 0% | -6% | -8% | -29%[20 µM] | 13% | .
O=C(NNC(=O)C1CCN(S(=O)(=O)c2ccc(Cl)cc2)CC1)c1ccc(Cl)cc1 | 2.7% | -0.6% | -1.9% | -3% | 2% | -5% | 4% | 13% | i
O=C(CSc1n[nH]c(-c2ccncc2)n1)c1cccc([N+](=O)[O-])c1 | -1.0% | 0.2% | -4.4% | -19% | -6% | . | 5% | 23% | i
Cc1cc(Nc2cccc(Cl)c2)nc(-c2ccccc2O)n1 | 2.6% | -0.5% | -4.7% | -6% | 30% | -5% | 5% | 16% | .
O=C(Nc1nccs1)c1ccc(S(=O)(=O)N2CCOCC2)cc1 | -1.9% | 0.3% | -7.1% | -14% | -9% | -7% | 12% | -37% | i
COc1ccccc1OCc1nc(Cc2ccc(Cl)cc2)no1 | 1.4% | 0.1% | -0.9% | -25% | 4% | -9% | 2% | -5% | i
Cc1ccc(NC(=O)CSc2nnc(-c3ccoc3C)n2CCCN(C)C)cc1Cl | 2.3% | -0.8% | 3.2% | 1% | 2% | -2% | -69% | 6% | .
O=C(OCc1c(F)cccc1Cl)c1cccnc1Cl | -0.8% | -0.1% | -5.8% | -15% | -6% | 3% | -32% | 14% | .
CC(C)(C)C(=O)Nc1c2c(nc3c1CCC3)CCCC2 | -0.2% | 0.9% | -6.1% | 7% | 8% | 14% | -2% | 10% | i

Ordered by formula weight (descending): part of the list above.
SMILES | HIV peptide binding | West Nile virus CPE | KOR beta-arrestin-1 | NOD1 NF-kB reporter | AID2073 | NS5 inhibitors | KOR beta-arrestin-2 | HEK293 NOD2/NF-kB | Yfh1-off respiration
NC(=O)CC(NC(=O)c1ccccc1)c1ccc(N2CCN(c3ccccn3)CC2)c([N+](=O)[O-])c1 (configuration not stated) | -2.0% | -0.5% | -2.3% | -13% | 9% | 1% | 2%[20 µM] | 10% | .
O=C(Nc1ccc(Nc2ccccc2)cc1)c1c(F)c(F)c(F)c(F)c1F | 0.4% | -0.3% | -1.3% | 0% | -6% | -8% | -29%[20 µM] | 13% | .
O=C(Nc1cccc([N+](=O)[O-])c1)C1CCN(C(=O)Cc2ccccc2)CC1 | 0.2% | -1.2% | 4.1% | -23% | 4% | -6% | -24% | -6% | .
O=C(NCc1nnc(SCC(=O)N2CCCC2)o1)c1ccccc1 | 0.2% | 0.9% | 2.3% | 0% | 13% | 3% | -11% | 6% | .

The listing continues:
SMILES | HIV peptide binding | West Nile virus CPE | KOR beta-arrestin-1 | NOD1 NF-kB reporter | AID2073 | NS5 inhibitors | KOR beta-arrestin-2 | HEK293 NOD2/NF-kB | Yfh1-off respiration
CCNC(=S)Nc1ccc(Cc2ccncc2)cc1 | -2.2% | -0.7% | 1.5% | -22% | -8% | -1% | 17% | 16% | i
COc1ccc(-c2ccc(C)cc2)cc1[C@H]1[C@H]2C=CC[C@@H](C)[C@@H]2C(=O)N1Cc1ccccc1 | 1.3% | 0.0% | -0.6% | -3% | 4% | -12% | 26% | 16% | i
COc1ccc(-c2nnc(NC(=O)c3cccs3)s2)c(OC)c1 | -0.2% | -0.2% | -6.7% | -4% | 54% | -2% | -1% | 4% | i
O=C(O)c1ccc(NS(=O)(=O)c2cc(Cl)ccc2Cl)cc1 | -1.4% | 0.4% | 1.1% | 26% | 2% | -3% | 24% | 9% | i
CNC(=S)SCCOc1ccccc1 | 0.9% | 0.5% | 0.4% | 3% | 2% | 8% | 27% | 8% | i
Cc1cc(SC#N)cc(C)c1NC(=O)CCl | -3.4% | 0.2% | -3.6% | 56% | -40% | 4% | -130% | 0% | i
CCC1CCCCN1Cc1nc2ccccc2c(=O)n1CC(C)=O (configuration not stated) | -0.3% | 0.2% | 0.0% | -9% | 2% | -14% | 25% | -13% | i
CCOc1ccc(C(=O)Nc2nc(C)cc(C)n2)cc1[N+](=O)[O-] | 3.1% | -0.6% | 2.3% | 8% | -4% | -6% | -2% | 8% | i
CC1CCC(NC(=O)C2CCN(S(=O)(=O)c3cccc4nonc34)CC2)CC1 (configuration not stated) | -0.7% | -0.1% | -4.3% | -16% | 6% | 8% | -4% | 11% | .
CCn1c(NCc2cc(OC)ccc2OC)nc2ccccc21 | -1.7% | -0.8% | -8.7% | -13% | -5% | 1% | -36% | -13% | i
CC(C)(C)c1cc(NC(=O)Nc2ccc(Cl)cc2Cl)no1 | 1.9% | -0.3% | 5.3% | 0% | 4% | 2% | 13% | 4% | i
COc1cccc(NC(=O)C2CCC(CNS(=O)(=O)c3cccc4cccnc34)CC2)c1 (configuration not stated) | 1.1% | -0.2% | -3.4% | 5% | 15% | -8% | 19% | 6% | .
CC(C)(C)c1ccc(/C=C2\Oc3cc(OC(=O)N4CCOCC4)ccc3C2=O)cc1 | 0.8% | 0.5% | 3.7% | -9% | -2% | 9% | 14% | 16% | i
O=C(CN(C(=O)c1csnn1)c1cccc2ccccc12)NCc1ccccc1 | 0.3% | -0.8% | 1.8% | -7% | -1% | 0% | -8% | -8% | .
Cc1nc(-c2ccc(C(=O)N3CCOCC3)cc2)cs1 | -0.7% | 0.2% | -2.4% | 24% | 10% | -8% | -33% | -2% | i
Cc1ccc2c(c1)N(CC(=O)NCC1CCCO1)C(=O)CO2 (configuration not stated) | 2.8% | -0.4% | -0.1% | -4% | 13% | -12% | -28% | -12% | .
O=C(O)c1cnn2c1C(=O)N(Cc1cccs1)CC2 | 0.3% | 0.6% | -1.7% | -26% | 13% | . | -1% | 2% | i
O=C(Nc1cc(Cl)ccc1Cl)C1CC(=O)N(c2ccccc2)C1 (configuration not stated) | 4.9% | -0.4% | 0.6% | -38% | -3% | 0% | -2% | 3% | i
COc1ccc(C2CC(c3ccccc3)=NN2C(=O)CN2N=NC3C(=O)N(c4cccc(F)c4)C(=O)C32)cc1 (configuration not stated) | 18% | . | 2.1% | -21% | 18% | -7% | -10% | -6% | .
CCOc1ccc(NC(=O)N(CCC(C)C)C(C)c2ccco2)cc1 (configuration not stated) | -1.9% | . | -20% | 35% | -10% | -2% | 26% | -5% | .
COC(=O)c1ccc2c(=O)n(Cc3ccco3)c(SCC(=O)Nc3cc(C)on3)nc2c1 | 1.5% | -1.1% | -3.1% | -45% | 24% | 1% | -1% | 7% | i
CC[C@@H](C)C(C(=O)N1CCN(C(=O)OC(C)(C)C)CC1)n1cc(-c2cn([C@@H](C)C(=O)N3CCN(C(=O)OC(C)(C)C)CC3)nn2)nn1 (some centres not stated) | -1.1% | -0.3% | 3.0% | 0% | -6% | -3% | 20% | 18% | i
O=C(Nc1ccccc1)c1ccccc1OCc1ccc(S(=O)(=O)N2CCOCC2)cc1 | 0.9% | 0.1% | 74% | 14% | 52% | . | -133% | -3% | i
CC(O)[C@H]1CNC(=O)C(=O)N1CC1(c2ccccc2)CC1 (some centres not stated) | -2.0% | 0.0% | 4.2% | 21% | 16% | -2% | -2% | -50% | i
CCOCCCNC(=O)C1CCC(CNS(=O)(=O)c2ccc(OC)cc2)CC1 (configuration not stated) | -2.1% | 0.2% | 8.6% | -8% | -8% | -2% | -8% | 18% | i

Continued.
SMILES | HIV peptide binding | West Nile virus CPE | KOR beta-arrestin-1 | NOD1 NF-kB reporter | AID2073 | NS5 inhibitors | KOR beta-arrestin-2 | HEK293 NOD2/NF-kB | Yfh1-off respiration
CC(C)CCNC(=O)C(C)N(Cc1ccc(F)cc1)C(=O)c1ccc(CN2CCCCC2)o1 (configuration not stated) | -1.6% | -1.1% | -1.8% | -15% | -2% | -8% | 28% | -12% | i
COc1ccc(S(=O)(=O)N2CCOCC2)cc1C(=O)N1CCCCCC1 | -0.3% | -0.1% | 3.0% | -25% | 0% | -2% | 9% | -6% | .
COc1cc(C(=O)Nn2cnnc2)ccc1OC(F)F | 0.0% | 0.8% | -3.3% | 4% | -4% | 1% | 3% | 18% | .
Cc1cc2c(C)c(C)c(=O)[nH]c2cc1N | -2.7% | 1.5% | -6.3% | -31% | ? | 12% | -33% | 4% | i
COc1cccc(/C=N/n2nnc3c(cnn3-c3ccccc3)c2=O)c1 | -1.5% | . | 2.5% | 34% | -6% | 1% | -27% | 30% | .
CC(C)c1ccc(NC(=O)Cc2ccc(NC3=NC4CS(=O)(=O)CC4S3)cc2)cc1 (configuration not stated) | -0.1% | 0.7% | 1.2% | -27% | 2% | -7% | 11%[20 µM] | 11% | .

Assay outcomes: PubChem BioAssay, several laboratories
